# Screens: PubChem BioAssay, Icahn School of Medicine at Mount Sinai
# ROC1-CUL1 inh: inhibitors of human ROC1-CUL1 ubiquitin ligase activity; in vitro K48 di-Ub FRET, acceptor:donor ratio, 45 min; E3 ubiquitin-protein ligase RBX1 (Homo sapiens) + Cullin-1 (Homo sapiens), P62877+Q13616; inhibition, % at 10 µM; 0.6% of 140,000 active; AID 1347404, 2020; in the data active = inhibition above about 25%
# Target sequence (P62877 whole entry, looked up): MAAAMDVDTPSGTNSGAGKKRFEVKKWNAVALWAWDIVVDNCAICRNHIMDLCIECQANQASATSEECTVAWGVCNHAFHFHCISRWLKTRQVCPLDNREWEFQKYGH
# Target sequence (Q13616 whole entry, looked up): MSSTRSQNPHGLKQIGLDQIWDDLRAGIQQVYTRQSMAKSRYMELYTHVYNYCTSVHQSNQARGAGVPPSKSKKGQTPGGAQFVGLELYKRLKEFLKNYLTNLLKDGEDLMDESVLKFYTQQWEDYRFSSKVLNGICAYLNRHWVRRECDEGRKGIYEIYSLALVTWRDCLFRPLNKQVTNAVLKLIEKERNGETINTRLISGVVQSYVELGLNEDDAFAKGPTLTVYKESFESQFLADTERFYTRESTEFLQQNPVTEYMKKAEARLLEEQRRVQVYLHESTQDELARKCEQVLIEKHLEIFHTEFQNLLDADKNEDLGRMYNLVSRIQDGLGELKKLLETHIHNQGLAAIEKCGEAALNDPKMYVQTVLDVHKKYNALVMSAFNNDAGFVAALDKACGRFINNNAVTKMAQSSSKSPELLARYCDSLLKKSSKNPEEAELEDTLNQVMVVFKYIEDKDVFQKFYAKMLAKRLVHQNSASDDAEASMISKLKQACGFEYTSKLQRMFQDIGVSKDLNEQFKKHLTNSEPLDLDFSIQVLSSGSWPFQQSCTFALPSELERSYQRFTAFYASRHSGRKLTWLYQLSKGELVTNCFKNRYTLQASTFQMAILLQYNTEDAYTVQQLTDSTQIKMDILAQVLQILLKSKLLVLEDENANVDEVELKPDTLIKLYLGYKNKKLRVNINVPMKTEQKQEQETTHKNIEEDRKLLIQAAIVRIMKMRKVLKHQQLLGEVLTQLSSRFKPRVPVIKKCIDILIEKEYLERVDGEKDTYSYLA
# * = called active by the depositor. Not all compounds are listed; count on the stated rates, not on these rows.
SMILES | ROC1-CUL1 inh
CCN(C(=O)CSc1nc(-c2ccc(C(C)C)cc2)no1)c1cccc(C)c1 | -3
O=C(c1cc[n+]([O-])cc1)N1CCCC(CO)(Cc2ccccc2)C1 (stereo unspecified) | -3
S=C(c1ccccc1)N1CCCc2ccccc21 | 4
C=Cc1ccc(Cn2c(=O)cc(C)c3c(C)nn(-c4ccccc4)c32)cc1 | 5
CCn1c(-c2cccnc2)nc2cc(NC(=O)COC)cc(C(=O)N3CCCC(OC)C3)c21 (stereo unspecified) | -1
Fc1ccc(-c2ccc(/C=N/n3cnnc3)o2)cc1Cl | 15
O=C(NCCc1ccccc1)c1ccc(CSc2nc3ccncc3n2Cc2cccc(F)c2)cc1 | -6
CCc1c(C)nc2nc(C(F)(F)F)[nH]n2c1=O | 4
COc1cccc(C(=O)Nc2nnc(CCS(=O)(=O)c3ccc(Cl)cc3)s2)c1 | 3
OCCCCCCCCCCCc1ccccn1 | -8
Fc1ccc(OCCSc2nc3ccccc3o2)cc1 | 8
CCn1ncc(Br)c1C(=O)Nc1cc(C)on1 | 3
Cc1ccc(OCC(=O)Nc2ccc(OCc3cc(=O)n4ccsc4n3)cc2)cc1 | 4
CCNc1nc(N)c(C(=O)Nc2cc(C)on2)s1 | 0
CC(C)Cc1ccc(S(=O)(=O)N2CCN(C(=O)c3ccncc3)CC2)cc1 | 1
C=CCNc1sc(C(=O)c2cccs2)c(N)c1C#N | -4
CCc1noc(C)c1C(=O)Nc1sc2c(c1C(N)=O)CCCCC2 | -1
O=C1NN(c2ccc(Br)cc2)C(=O)/C1=C\c1ccc(O)cc1O | -5
CCOc1ccc(NC(=O)N2CCCC2)cc1 | -5
CCC1=NN2C(=N)/C(=C/c3cc(C)n(-c4cccc5ccccc45)c3C)C(=O)N=C2S1 | 0
O=C1c2ccccc2C(=O)N1CCn1c2ccccc2c2nc3ccccc3nc21 | -6
COc1ccc(C2C(C(=O)/C=C/c3ccccc3)C(=O)C(=O)N2CCOCCO)cc1 (stereo unspecified) | 2
COc1cccc(Cn2nnc3c(-c4ccccc4)nnc(-c4ccccc4)c32)c1 | -5
Cc1ccc(OCc2nnc(-c3ccccc3)o2)cc1 | -8
Cc1onc(-c2ccccc2Cl)c1C(=O)n1cc(Br)cn1 | -10
COc1ccc(/C=N/NS(C)(=O)=O)cc1OC | -10
CC1CCC2C(=O)N(c3ccccc3OC(=O)c3ccccc3)C(=O)C2C1 (stereo unspecified) | 0
CC(NC(=O)Nc1ccccc1Cl)(C(F)(F)F)C(F)(F)F | 0
COc1cccc2ccc(/C=C/c3cc(Br)cc(Br)c3OC(C)=O)nc12 | -9
O=C(Nc1nonc1-c1ccc(Br)cc1)c1ccco1 | 0

# The list goes on, starting with the last 4 of the part before.
SMILES | ROC1-CUL1 inh
CC1CCC2C(=O)N(c3ccccc3OC(=O)c3ccccc3)C(=O)C2C1 (stereo unspecified) | 0
CC(NC(=O)Nc1ccccc1Cl)(C(F)(F)F)C(F)(F)F | 0
COc1cccc2ccc(/C=C/c3cc(Br)cc(Br)c3OC(C)=O)nc12 | -9
O=C(Nc1nonc1-c1ccc(Br)cc1)c1ccco1 | 0
O=C(NCCn1nnc2ccccc21)C1CCN(c2ccccc2)C1=O (stereo unspecified) | 10
Nc1cnc2cc(Cl)ccc2n1 | 3
COc1ccccc1/C=C(\C#N)c1nc(-c2cc3ccccc3oc2=O)cs1 | -3
COc1c(Cl)cc(Cl)cc1C(=O)Nc1cccc(-c2nc3ccccc3o2)c1C | -7
COCCNC(=O)CN1C(=O)CCn2nc(-c3cn(C)c4ccccc34)cc21 | -3
CCOC(=O)C1(C(=O)OCC)[C@@H](C(=O)c2ccccc2)N(C)[C@H](C(=O)c2ccccc2)C1(C(=O)OCC)C(=O)OCC | 4
O=C(Nc1ccc(C(=O)OCc2cc(=O)n3c4c(sc3n2)CCCC4)cc1)c1ccc(Cl)cc1 | -3
CCOc1ccc(OCC(=O)Nc2c(C(=O)Nc3ccc(C)cc3)oc3ccccc23)cc1 | 5
CCOc1ccc(CNS(=O)(=O)c2ccc(-c3cc(C(F)(F)F)on3)s2)cc1 | 2
COc1ccc(Cl)cc1C(=O)Nc1nnc2n1CCS2 | -5
O=C(Cn1cnc2ccccc21)NN=C/C=C\c1ccco1 | -6
CCOc1ccc(/C=C/c2ccccc2SC)cc1 | -2
C=CCn1c(CCNC(=O)c2cccs2)n[nH]c1=S | -6
CCc1ccccc1N(CC(=O)Nc1ccccc1Sc1ccccc1)S(C)(=O)=O | 0
N#Cc1ccccc1NC(=O)C(=O)NCCc1csc(-c2ccc(F)cc2)n1 | -3
COCCNC(=O)c1ccc(OC)c(C)c1 | 1
COc1cc(Cl)c(S(=O)(=O)n2ccc(C)n2)cc1Cl | 3
CCOc1ccc(NC(=O)N2CCN(c3ccc(Cl)c(Cl)c3)CC2)cc1 | -2
CN(/N=C(/c1nn[nH]n1)C1C(=O)c2ccccc2N(C)C1=O)c1ccccc1 (stereo unspecified) | 18
COC(=O)c1cc(Cl)ccc1OCC(=O)Nc1ccc(OC)cc1 | 2
S=c1[nH]ncn1/N=C/c1ccc(N2CCOCC2)cc1 | -2
CCOc1cc(CNc2ccc(O)cc2)cc(Br)c1OCc1cccs1 | 75*
Cc1ccc(CNC(=O)c2nnc(Cc3cccc(F)c3)o2)cc1 | -7
FC(F)(F)c1ccc2sc(=S)[nH]c2c1 | -11
COc1ccc(-c2nc(CN3CCN(Cc4cccc(C)c4)C(=O)C3)c(C)o2)cc1C | 19
CCCC(C)NC(=O)CCc1ccc(S(=O)(=O)NCc2ccccc2)cc1 (stereo unspecified) | -1
CCOc1ccc(C(=O)Nc2ccc3c(c2)OCO3)cc1 | 6
CCC(CC)c1nc(C#N)c(NCc2ccccc2)o1 | -3
O=C(Cc1cccc2ccccc12)NCc1cccnc1 | 1
COc1ccc(-c2cc(-c3ccccc3)nc3sc(C(=O)Nc4cc(Cl)cc(Cl)c4)c(N)c23)cc1 | 0

# Part of the list above, reformatted:
Cc1ccc(CNC(=O)c2nnc(Cc3cccc(F)c3)o2)cc1
  ROC1-CUL1 inh = -7
Cc1ccc(OCc2nnc(-c3ccccc3)o2)cc1
  ROC1-CUL1 inh = -8
CCOc1ccc(/C=C/c2ccccc2SC)cc1
  ROC1-CUL1 inh = -2

# (listing goes on)
SMILES | ROC1-CUL1 inh
COc1cc(-c2ccc(-c3ccccc3)s2)c(OC)cc1-c1ccc(-c2ccccc2)s1 | 4
Cc1ccc(N(CC(=O)N2CCN(c3cccc(Cl)c3)CC2)S(=O)(=O)c2c(C)noc2C)cc1 | 5
COc1ccc(F)c(CC2(CCC(=O)N(CCO)Cc3ccccc3)CCC(=O)N2)c1 (stereo unspecified) | 2
O=C(Nc1sc2c(c1C(=O)NCC1CCCO1)CCCC2)c1cc(=O)c2ccccc2o1 (stereo unspecified) | 7
O=[N+]([O-])c1ccc(/C=N/Nc2nc3ccccc3s2)cc1 | -2
O=C(O)c1cccc(N2N=C(c3ccc4c5c(cccc35)C(=O)N(c3ccccc3)C4=O)CC2c2ccccc2)c1 (stereo unspecified) | 45*
Cc1cc2c(n1-c1ccc3c(c1)OCO3)CC(C)(C)CC2=O | -5
C=CCOc1cccc(NC(=O)NC2CCCCC2)c1 | 11
CCC1=C(C(=O)OC)C(c2cccc(O)c2)n2ncnc2N1 (stereo unspecified) | 2
Cc1ccc(-n2c(C)cc(C(=O)C(=O)Nc3ccccc3)c2C)c(C)c1 | -3
O=C(CC1(C(F)(F)F)NN=C(c2ccccc2)S1)c1ccc(Cl)cc1 (stereo unspecified) | -11
COc1ccc(-c2nsc(NC(=O)c3oc4ccccc4c3C)n2)cc1 | 7
COc1ccc(CNC(=O)CCN2Cc3ccccc3OC(c3ccccc3F)C2)cc1OC (stereo unspecified) | -1
COc1ccc(CNC(C)=O)cc1 | -4
C=CCSc1nc2sc3c(c2c(=O)n1CC(=C)C)CCCC3 | -5
COc1ccc(N2CCN(C(=O)CCc3ccc(C)cc3)CC2)cc1 | 10
Cc1ccc(-c2nnc(-c3ccccc3)nc2C(C#N)C#N)cc1 | 4
O=c1c2cc(Cl)ccc2nc2n1CCCS2 | 1
COCCCNC(=O)COc1cc(C)ccc1C | -2
O=C(NC1CCCC1)c1ccc(-n2nncc2-c2ccccc2)cc1 | 7
CC1=CC(C)(C)[N+](C)=CN1c1ccccc1 | -3
Oc1ccc(-c2nc3ccc(Cl)cn3c2Nc2ccc(Cl)cc2)cc1 | 0
CN1C(=O)CC(=NC(=O)c2ccc(Cl)s2)N(C)C1=O | -1
CCN1CCN(C(=O)c2cc(-c3ccc(C)cc3)on2)CC1 | -16
Cc1ccc2nc(-c3ccc(O)c(O)c3)cn2c1 | 14
O=C(O)CCCSC1Cc2cc(Cl)ccc2Sc2ccccc21 (stereo unspecified) | -9
COC(=O)c1c(NC(=O)COc2ccccc2C(C)(C)C)sc2c1C(C(=O)OC)CC2 (stereo unspecified) | -4
CC(C)N(C)C(=O)c1coc(COc2ccccc2F)n1 | 1
CCOc1ccc(CCNC(=O)CCCc2nnc3n(C)c(=O)c4sccc4n23)cc1OCC | -15
O=C(CN(Cc1ccc(F)cc1)S(=O)(=O)c1ccccc1)Nc1cc(Cl)cc(Cl)c1 | 2
COc1ccc(NC(=O)c2c(NCc3cccs3)sc3c2CCC(C)C3)c(OC)c1 (stereo unspecified) | -2
CCSc1nc(-c2ccccc2)nc(C(Cl)Cl)n1 | 10
COc1cc(/C=N\NC(=O)CN2CCOCC2)cc(Br)c1OCc1ccc(F)cc1 | -9
Cc1ccc(C)c(NC(=O)c2cc[n+](C)cc2)c1 | 1
O=S(=O)(N=C(c1ccc(Cl)cc1)N1CCOCC1)c1ccc(Cl)cc1 | 0
C=CCc1cccc(C=Nc2sc(-c3ccccc3)c(-c3ccccc3)c2C#N)c1O | 16
Cc1ccc(NC(=O)Cn2c(-c3ccc4c(c3)OCO4)cn(-c3ccccc3)c2=O)cc1 | 0
O=C(O)c1ccc2cc(-c3ccccc3)[nH]c2c1 | 1
CCOC(=O)c1cnn2c(C(F)(F)F)cc(-c3cccs3)nc12 | 0
COc1ccc(Br)cc1[C@@H]1[C@@H](C(C)=O)N2c3ccccc3C=C[C@@H]2C1(C#N)C#N | 2
Cc1ccc(-c2cc(C(=O)Nc3c(F)c(F)c(F)c(F)c3F)c3ccccc3n2)s1 | -3
COc1ccc(-c2cc(C(=O)Nc3cc(C)ccc3O)no2)cc1OC | -3
O=C(c1ccc(F)cc1)N1N=C2/C(=C/c3ccco3)CCCC2C1c1ccco1 (stereo unspecified) | -6
CCOc1ccc2nc(NC(=O)c3nc(SC)ncc3Cl)sc2c1 | 7
OCCN1CCN(C(=S)Nc2ccc(Nc3ccccc3)cc2)CC1 | -5
Cc1cc(C(=O)O)c2c(=O)n(C)c(=O)n(C)c2n1 | 2
O=C1C(C=Nc2cccc(F)c2)C(=O)N(C2CCCCC2)C(=O)N1C1CCCCC1 | 6
CCCN1CCC(NC(=O)CC(C)(C)C)CC1 | 7
CN(C)c1ccc(/C=N/NC(=O)CCn2cnc(-c3ccccc3)c2-c2ccccc2)cc1 | 1
CCOC(=O)N1CCN(C(=O)c2ccc(N3CCC(NCC4COCCO4)CC3)cc2)CC1 (stereo unspecified) | -3
CCOc1ccc(C(=O)Nc2ccc(-c3cc4ccccc4oc3=O)cc2)cc1Br | -3
CCC(=O)N1CCc2cc(Br)cc(S(=O)(=O)N3CCCC(C(=O)Nc4ccc(OC)cc4OC)C3)c21 (stereo unspecified) | 4
CC(=O)N=C1C(=O)c2ccccc2C(=O)C1N1CCN(c2ccc(F)cc2)CC1 (stereo unspecified) | 14
CCNc1cc(Cl)c(Cl)cc1NC(=O)CC1C(=O)c2cccc3cccc1c23 (stereo unspecified) | 0
CC1(C)OC2C(CO)OC(n3cnc4c(NC(=O)c5ccccc5)ncnc43)C2O1 (stereo unspecified) | 7
CCc1ccccc1NC(=O)CSc1nccn1C | 1
O=C(NCC(c1cccs1)S(=O)(=O)c1cccs1)c1ccc(F)c(F)c1 (stereo unspecified) | -4
Cc1cccc2c1-c1sc(C(=O)Nc3ccc(F)cc3F)cc1CO2 | 0
Cc1nn(-c2ccc(F)cc2)c(-n2cccc2)c1C(=O)N1CCN(c2ccccc2)CC1 | -5
CCCN1CCN(c2nnc(-n3cccc3C(=O)Nc3ccccc3C(F)(F)F)s2)CC1 | -3

# (cont.)
SMILES | ROC1-CUL1 inh
O=C(NCc1ccccn1)c1ccco1 | -3
Nc1ccc(S(=O)(=O)NC2CCCCC2)cc1 | 2
COC(=O)c1c(OC2CCCC2)cc(=O)n2c1CCN(C(=O)c1cc3ccccc3n1C)CC2 | -12
COc1cccc(S(=O)(=O)NCC(=O)N2CCCC2)c1 | 3
C=CCn1c(SCCOc2ccccc2)nc2ccccc21 | -1
CCOCCOC(=O)C(C)Oc1ccc2c(=O)c(Oc3cc(C)cc(C)c3)c(C(F)(F)F)oc2c1 (stereo unspecified) | -5
Nc1c(C(=O)Nc2ccccc2Cl)nnn1Cc1cccc(Cl)c1 | -9
Cc1c(Cl)cccc1NC(=O)c1ncn(-c2ccccc2)n1 | -2
Cc1ccccc1N1C(=O)C=C(c2ccc(Cl)cc2)C1=O | -4
COc1ccc(OC)c(NC(=O)C2CCCN(S(=O)(=O)c3ccc4[nH]c(=O)ccc4c3)C2)c1 (stereo unspecified) | -3
Cn1c2c(c(=N)c3c1CCC3)CCC2 | 3
COc1ccccc1-c1ccnc(-n2ncc(C(=O)N3CCN(C/C=C/c4ccccc4)CC3)c2C)n1 | -1
Clc1ccc(NCn2nnc3ccccc32)cc1 | -12
Cc1cc(C)n2nc[n+](CC(=O)c3ccccc3)c2n1 | 2
CCOC(=O)C1CCN(S(=O)(=O)c2ccc3c(c2)NC(=O)C(C)C(=O)N3)CC1 (stereo unspecified) | -9
CCCN(CCC)C(=O)C1C2CCC(O2)C1C(=O)O (stereo unspecified) | 7
N#Cc1cc2c(nc1SCC(=O)Nc1cccc(F)c1)CCC2 | -3
